IMPase Li inh: membrane-permeable IMPase blocker, potentiated with lithium. CHO-M1 cells, IP1 TR-FRET (IP-One), carbachol + lithium. Potency, µM (titrated, usually from 59.4 µM), inactives show top-dose activity, negative = IMPase inhibition, usual class: inhibitors. hit rate 0.35% among 210,000. AID 1457;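 note: IP1 builds up when IMPase is blocked and the TR-FRET signal falls; potency is the fitted concentration of half-maximal effect; plate controls were basal vehicle for no effect and high inhibitor control for full effect; nearly all actives have a fitted effect of over 50% in size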
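Concentration–response in CHO-M1 cells, lithium-potentiated; 30 min at 37C. IP1 detected by competitive TR-FRET after 10 min lysis at RT. Hill-fitted AC50.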
HttQ103 aggreg: inhibitors of mutant huntingtin aggregate formation in PC12 cells | PC12 HttQ103-GFP aggregates, Acumen cytometry, 40 h | Potency, µM (top dose mostly 46.1 µM), for inactives: at the top dose activity change, negative = inhibition, actives largely listed as inhibitors | hit rate 1.1% among 220,000; note: potency is the fitted concentration of half-maximal effect; % is set by controls: 0 for no effect and ±100 for the full control effect; nearly all actives have a fitted effect of over 60% in size
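PC12 cells with ecdysone-inducible HTT exon1 Q103-GFP, induced by 100 nM tebufenozide, given compounds in a concentration series. GFP aggregates (1–25 um, 6 SD above background) counted in lysates by laser-scanning cytometry, 488 nm excitation.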
NPSR antagonist: neuropeptide S receptor (human) antagonism, cAMP | CHO-NPSR cells, cAMP TR-FRET, antagonist mode | Potency, µM (top dose mostly 38.3 µM), without a hit: top-dose activity change, negative = inhibition, actives largely listed as inhibitors | hit rate 1% among 220,000 | AID 1461; note: potency is the fitted concentration of half-maximal effect; % is set by controls: 0 for no effect and ±100 for the full control effect; nearly all actives have a fitted effect of over 50% in size; many of its hits are not listed in these tables
Target sequence (Q6W5P4 whole entry, looked up): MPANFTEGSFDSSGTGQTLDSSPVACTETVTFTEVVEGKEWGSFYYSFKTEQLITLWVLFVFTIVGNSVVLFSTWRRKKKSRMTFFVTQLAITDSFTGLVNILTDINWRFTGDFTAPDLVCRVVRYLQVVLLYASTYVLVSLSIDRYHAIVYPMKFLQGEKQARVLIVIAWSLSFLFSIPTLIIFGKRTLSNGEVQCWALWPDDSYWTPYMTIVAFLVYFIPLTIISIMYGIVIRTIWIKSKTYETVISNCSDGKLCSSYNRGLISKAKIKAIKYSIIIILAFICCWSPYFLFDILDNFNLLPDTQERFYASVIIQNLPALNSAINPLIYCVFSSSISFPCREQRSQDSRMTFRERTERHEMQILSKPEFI
Luc counter: Kinase-Glo luciferase inhibition (counter-screen) | Q27757 | Kinase-Glo luciferase, ATP luminescence, 8 min | Potency, µM (titrated, usually from 38.3 µM), inactives show at the top dose activity change, negative = inhibition, usual class: inhibitors | hit rate 0.28% among 200,000; note: potency is the fitted concentration of half-maximal effect; % is set by controls: 0 for no effect and ±100 for the full control effect; nearly all actives have a fitted effect of over 60% in size
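Kinase-Glo luciferase light output from ATP and luciferin was measured with 10 uM ATP, within the enzyme's linear range. Buffer: 50 mM imidazole pH 7.2, 50 mM KCl, 7 mM MgCl2, 0.01% Tween 20, 0.05% BSA; luminescence read after 8 min at ambient temperature.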
Epigenetic reg: epigenetic control regulation, reporter derepression; Potency, µM (top dose mostly 53.9 µM), without a hit: at the top dose GFP activation, most hits filed as activators; AID 1865; murine LDR cells, GFP reporter derepression, 30 h; hit rate 0.2% among 280,000; note: potency is the fitted concentration of half-maximal effect; % of control where 0% means no effect; nearly all actives have a fitted effect of over 60% in size
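GFP-positive cell count by laser-scanning cytometry (objects 20–120 um) after 30 h, 37 C compound exposure of murine LDR cells; reporter is CMV-GFP integrated at a silenced locus, inducible by HDAC or DNMT inhibitors.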
CBFb-RUNX1 inh: CBF-beta/RUNX1 interaction disruption; Q01196+Q13951; AlphaScreen CBFb-His/RUNX1-biotin binding, biochemical; Potency, µM (series often up to 59.8 µM), for the others: at the highest dose activity, negative = inhibition, actives largely listed as inhibitors; 230,000 tested, under 10 active; AID 1477; note: % of control where 0% means no effect
Target sequence (Q01196 whole entry, looked up): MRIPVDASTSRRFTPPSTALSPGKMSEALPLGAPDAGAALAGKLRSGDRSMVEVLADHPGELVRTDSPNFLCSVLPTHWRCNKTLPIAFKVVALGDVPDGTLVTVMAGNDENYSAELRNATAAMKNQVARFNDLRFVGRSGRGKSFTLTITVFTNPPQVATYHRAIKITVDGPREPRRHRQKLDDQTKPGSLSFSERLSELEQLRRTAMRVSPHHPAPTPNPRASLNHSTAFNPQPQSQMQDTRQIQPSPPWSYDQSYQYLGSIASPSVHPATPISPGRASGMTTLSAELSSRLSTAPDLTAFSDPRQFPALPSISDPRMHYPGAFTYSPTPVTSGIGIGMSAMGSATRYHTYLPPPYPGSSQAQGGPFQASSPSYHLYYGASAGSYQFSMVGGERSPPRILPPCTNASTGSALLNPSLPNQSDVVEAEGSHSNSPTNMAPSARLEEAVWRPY
Target sequence (Q13951 whole entry, looked up): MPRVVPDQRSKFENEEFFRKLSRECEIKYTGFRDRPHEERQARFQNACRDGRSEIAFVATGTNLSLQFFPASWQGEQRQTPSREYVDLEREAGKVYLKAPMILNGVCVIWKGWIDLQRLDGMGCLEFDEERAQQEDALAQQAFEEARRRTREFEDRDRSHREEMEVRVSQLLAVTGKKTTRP
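Compounds were screened at multiple concentrations against a preformed CBF-beta(His)/RUNX1(biotin) complex (30 nM of each) for 15 min at room temperature, followed by 90 min with nickel and streptavidin beads and AlphaScreen reading.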
LMNA splice mod: LMNA splicing modulation; hit rate 0.01% among 200,000; HeLa LMNA splicing GFP/RFP minigene ratio, 48 h; Potency, µM (highest dose often 46.1 µM), without a hit: at the highest dose ratio change, negative = inhibition, hits mostly inhibitors; active = well fitted inhibition curve with a large enough effect in the signal ratio, with a control signal flat, not every such curve was filed as active; inconclusive = small, poorly fitted or top-dose-only effect, or effect the other way, or a change in a side signal; the % refers to the signal ratio; note: potency is the fitted concentration of half-maximal effect; % is set by controls: 0 for no effect and ±100 for the full control effect
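Read-out is the ratio of GFP to DsRed2 object intensity, acquired by 488 nm laser-scanning cytometry on HeLa lamin A-EGFP minigene reporter cells. Compound incubation 48 hrs at 37 °C in Opti-MEM with 2% FBS; DMSO 0.5% final.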
* hit, by the source's call; ? = inconclusive; . = not tested or not shown; & = joins results of further samples; [ ] = dose if it differs, or a comment. Unless noted, calls come from the whole dose curve; as a rule, active = well fitted curve in the direction sought with a large enough effect; inconclusive = small, poorly fitted or top-dose-only effect, or another doubt; inactive = no such curve, though single readings can be large; an effect the other way counts as inactive or inconclusive. A portion of the library, so the mix of outcomes need not match the whole.

SMILES	IMPase Li inh	HttQ103 aggreg	NPSR antagonist	Luc counter	Epigenetic reg	CBFb-RUNX1 inh	LMNA splice mod
CCOC(=O)c1c(NC(=O)CSc2ncnc3ccccc23)sc(C)c1C	6%	6%	-27%	-3%	0.0%	4%	?
COC(=O)c1ccc(NC(=O)c2cnc3scc(C)n3c2=O)cc1	-4%	-10%[9.22 µM]	34%	.	-1.2%	5%	.
Cc1ccc(NC(=O)CSC2=C(C#N)C(c3ccco3)CC(=O)N2)cc1 (configuration not stated)	-30%[38.3 µM]	-8%[9.22 µM]	-13%[46.1 µM]	2%	-3.6%	-4%	-12%
CC(C)Nc1nnc(SCC(=O)c2c(N)n(Cc3ccccc3)c(=O)n(C)c2=O)s1	1%[38.3 µM]	0.11µM*	-18%[46.1 µM]	-3%	-1.5%	-4%	10%
CCN(CC)CCNC(=O)COc1ccc(OC)cc1	2%&-3%	-2%	.	-7%	-1.3%	23%	-10%
CCOCCCN1CC(C(=O)NCCc2ccc(C)cc2)CC1=O (configuration not stated)	11%[38.3 µM]	30%	-1%[46.1 µM]	-3%	0.0%	0%	-5%
CC(Oc1ccc(Cl)cc1)C(=O)NCCN1C(=O)S/C(=C\c2cccnc2)C1=O (configuration not stated)	10%	11%	16%	-1%	0.0%	-5%	?
Cc1ccc(S(=O)(=O)NNC(=O)C2COc3ccccc3O2)cc1 (configuration not stated)	1%	21%	18%	-2%	1.5%	0%	-12%
CSCc1nc2sc(C(=O)Nc3nc(C)cs3)c(C)c2c(=O)[nH]1	13%	?	-5%	-6%	-2.5%	-12%	.
CCOc1ccc(NC(=O)c2c3c(nc4ccccc24)CCC3)cc1	0%	-5%	15%	0%	10.0%	1%	-12%[46 µM]
O=C(NC(=S)NCCc1ccccc1)C1CCCCC1	4%	14%	-31%	-2%	-1.3%	5%	?
N#C/C(=C\c1cc(O)c(O)c(O)c1)C(N)=O	.	4%[9.22 µM]	57%	.	-5.4%	.	.
Cc1cccc(NC(=O)C2CCCN2C(=O)OCC(C)C)c1C (configuration not stated)	10%	-11%	5%[46.1 µM]	2%	0.8%	-3%	-15%
COc1ccc(N(C(=O)CNC(=O)c2ccco2)C(C(=O)NC2CCCC2)c2ccncc2)cc1 (configuration not stated)	5%	.	0%	-4%	-1.1%	6%	.
Cc1ccc2sc(N(CCCN(C)C)C(=O)c3ccc(S(=O)(=O)N(C)C)cc3)nc2c1C	5%	2%	-57%	1%	-3.7%	10%	?
C=CCOC(=O)C1=C[C@H](c2cn(C(C)=O)c3ccccc23)[C@@H](CCCO)[C@H](OCC)O1	4%	22%[9.22 µM]	39%	.	-3.2%	6%	.
CCOC(=O)CNC(=O)N1CCCC(C(=O)c2cccc(Cl)c2)C1 (configuration not stated)	7%	14%[9.22 µM]	-12%	-5%	-1.2%	-1%	.
COC(=O)c1sccc1NC(=S)N1CCCCC1C (configuration not stated)	19%[38.3 µM]	1%	-7%[46.1 µM]	0%	6.9%	1%	7%
COc1ccc(NC(=O)c2cccnc2N2CCOCC2)cc1	3%	-5%[9.22 µM]	12%	3%	-3.6%	7%	-8%[46 µM]
O=C(NCc1ccco1)c1ccc2ccccc2c1	22%[38.3 µM]	-8%	3%[46.1 µM]	-4%	0.1%	4%	-5%
O=C(O)C1CCN(c2ncnc3ccc(-c4ccccc4C(F)(F)F)cc23)CC1	-3%	.	.	-2%	-0.8%	.	4%
CC(C1CC1)N(Cc1ccccc1)C(=S)Nc1cccc(C(F)(F)F)c1 (configuration not stated)	11%	?	-60%	2%	1.0%	2%	?
C=CCn1c(SCC(=O)Nc2cc(C)ccc2OC)nnc1-c1ccco1	.	9%	1%[46.1 µM]	.	0.6%	2%	-3%
CC1CCC2(CC1)NC(=O)N(CC(=O)c1cn(CCC#N)c3ccccc13)C2=O (configuration not stated)	.	14%[9.22 µM]	-15%	.	-1.3%	5%	.
O=C(Nc1ccc2nc(-c3cccnc3)[nH]c2c1)C12CC3CC(CC(C3)C1)C2	6%	-14%	-10%[46.1 µM]	-1%	1.2%	-2%	-9%
Cc1ccc(Cl)cc1NC(=S)NCc1cccn1C	2%	4%	-7%	3%	0.0%	-3%	0%
COc1ccc(C2Nc3ccccc3C(=O)N2c2ccc(C)cc2)cc1COc1ccccn1 (configuration not stated)	1%	-3%	-5%[46.1 µM]	4%	2.3%	12%	0%
Cc1nc2ccc(NC(=O)c3c(-c4ccccc4)noc3C)cc2s1	-7%[38.3 µM]	6%	-10%[46.1 µM]	-8%	-4.0%	-8%	-5%
Cc1c(Br)c([N+](=O)[O-])nn1CCCC(=O)Nc1sc2c(c1C#N)CCC2	5%	3%	-7%	0%	-0.9%	4%	?
CCOC(=O)c1sc(=NC(=O)/C=C/c2cccs2)n(C)c1C	-13%	14%	-4%	-2%	4.9%	5%	3%[9.22 µM]
O=C1S/C(=C\c2ccccc2)C(=O)N1CC(O)Cn1c2ccccc2c2ccccc21 (configuration not stated)	2%	14%	-3%	0%	-1.1%	14%	-16%
O=C(COC(=O)CSc1ccc2ccccc2c1)Nc1ccccc1OC(F)F	-14%	-7%	6%	2%	1.0%	-2%	-4%
CCOc1ccc(N(CC(=O)NCc2ccccc2OC)S(C)(=O)=O)cc1	3%[38.3 µM]	11%	-20%[7.67 µM]	0%	-3.7%	-1%	-1%
Nc1nc(SCC(=O)NCCN2CCOCC2)nc2sc3c(c12)CCC3	-10%	5%	5%	-6%	1.0%	-9%	-6%
COc1ccc(C(=O)Oc2ccc(C(=S)N3CCOCC3)cc2)cc1	-1%	-8%[9.22 µM]	-1%	-1%	-2.1%	-1%	?
O=C(CCCCCn1c(=S)[nH]c2ccc(N3CCOCC3)cc2c1=O)NCc1ccc2c(c1)OCO2	?	28%	-59%	2%	-1.8%	-2%	.
CC(C)(O)C#Cc1ccc(C(=O)NC(CCCNC(N)=O)C(=O)O)s1 (configuration not stated)	9%	4%	9%	-3%	-0.4%	6%	-4%[46 µM]
Cn1c2c(c(=O)n(C)c1=O)C(c1ccccc1F)C(C#N)=C(N)O2 (configuration not stated)	-3%	27%	12%	-1%	-0.4%	-5%	.
COCCN1C(=O)C(=O)/C(=C(/O)c2ccc(S(=O)(=O)N3CCOCC3)cc2)C1c1ccc(O)cc1 (configuration not stated)	.	21%[9.22 µM]	-5%[7.67 µM]	.	-1.1%	-4%	.
O=C(COC(=O)/C(=C/c1cccs1)c1cccs1)NCc1ccccc1Cl	21%	-5%	-24%	11%	1.3%	-22%	?

Next section; it opens with the 2 that closed the last part.
SMILES	IMPase Li inh	HttQ103 aggreg	NPSR antagonist	Luc counter	Epigenetic reg	CBFb-RUNX1 inh	LMNA splice mod
COCCN1C(=O)C(=O)/C(=C(/O)c2ccc(S(=O)(=O)N3CCOCC3)cc2)C1c1ccc(O)cc1 (configuration not stated)	.	21%[9.22 µM]	-5%[7.67 µM]	.	-1.1%	-4%	.
O=C(COC(=O)/C(=C/c1cccs1)c1cccs1)NCc1ccccc1Cl	21%	-5%	-24%	11%	1.3%	-22%	?
COc1cc(/C=N/NC(=S)NC2CC3CCC2C3)ccc1O (configuration not stated)	.	-5%[9.22 µM]	?	.	1.1%	-12%	?
Cc1ccccc1NC(=S)NCC1CCC(CNC(=S)Nc2ccccc2C)CC1 (configuration not stated)	.	4%[9.22 µM]	28%	.	-3.0%	12%	.
O=c1oc2ccccc2c(N2CCCC2)c1[N+](=O)[O-]	-3%	-2%	5%	0%	-1.1%	-7%	.
O=C(COc1ccccc1C(=O)O)NC1CCCc2ccccc21 (configuration not stated)	0%	1%	-7%	3%	-0.2%	3%	.
N#Cc1c(Nc2cccc(F)c2)sc2c(O)cc(=O)[nH]c12	2%	1%	2%	-2%	0.6%	-10%	?
CSc1nnc(-c2cc3ccccc3cc2O)n1C	.	-6%	-8%[46.1 µM]	.	-3.7%	-2%	-5%
COc1ccc(OC)c(-c2c(C#N)c(N)nc3c2c(=O)nc2sccn23)c1	-22%	14%	-2%	-1%	1.1%	-5%	5%[46 µM]
CCCCCCNC(=O)c1ccc(Br)o1	-7%&-2%	-7%	11%	2%[39.9 µM]	4.0%[96.6 µM]	8%[89.1 µM]	7%
CC1=C(C(=O)Nc2ccccn2)C(c2ccccc2Cl)NC(=S)N1 (configuration not stated)	7%	24%	9%	-3%	-1.5%	5%	.
O=C(NCc1ccccc1)NC1(C(=O)N2CCN3CCCC3C2)CCCCC1 (configuration not stated)	4%	-8%	5%[46.1 µM]	-2%	-6.2%	-3%	-11%
O=C(CN1C(=O)c2ccccc2C1=O)Nc1sc2c(c1C(=O)NCc1ccco1)CCCC2	-10%[38.3 µM]	-1%	-24%[46.1 µM]	0%	-1.2%	-29%	2%

Structural class, the compounds so far with a thiophene ring, fused or not (10)
SMILES	IMPase Li inh	HttQ103 aggreg	NPSR antagonist	Luc counter	Epigenetic reg	CBFb-RUNX1 inh	LMNA splice mod
CCOC(=O)c1c(NC(=O)CSc2ncnc3ccccc23)sc(C)c1C	6%	6%	-27%	-3%	0.0%	4%	?
CSCc1nc2sc(C(=O)Nc3nc(C)cs3)c(C)c2c(=O)[nH]1	13%	?	-5%	-6%	-2.5%	-12%	.
COC(=O)c1sccc1NC(=S)N1CCCCC1C (configuration not stated)	19%[38.3 µM]	1%	-7%[46.1 µM]	0%	6.9%	1%	7%
Cc1c(Br)c([N+](=O)[O-])nn1CCCC(=O)Nc1sc2c(c1C#N)CCC2	5%	3%	-7%	0%	-0.9%	4%	?
CCOC(=O)c1sc(=NC(=O)/C=C/c2cccs2)n(C)c1C	-13%	14%	-4%	-2%	4.9%	5%	3%[9.22 µM]
Nc1nc(SCC(=O)NCCN2CCOCC2)nc2sc3c(c12)CCC3	-10%	5%	5%	-6%	1.0%	-9%	-6%
CC(C)(O)C#Cc1ccc(C(=O)NC(CCCNC(N)=O)C(=O)O)s1 (configuration not stated)	9%	4%	9%	-3%	-0.4%	6%	-4%[46 µM]
O=C(COC(=O)/C(=C/c1cccs1)c1cccs1)NCc1ccccc1Cl	21%	-5%	-24%	11%	1.3%	-22%	?
N#Cc1c(Nc2cccc(F)c2)sc2c(O)cc(=O)[nH]c12	2%	1%	2%	-2%	0.6%	-10%	?
O=C(CN1C(=O)c2ccccc2C1=O)Nc1sc2c(c1C(=O)NCc1ccco1)CCCC2	-10%[38.3 µM]	-1%	-24%[46.1 µM]	0%	-1.2%	-29%	2%
